# ATG4B inhibitor = ATG4B (human) cysteine protease inhibition; Q9Y4P1; ATG4B cleavage of LC3-PLA2, NBD-HPC fluorescence, 1 h; actives 0.51% (n = 340,000); inhibition, % at 8.33 µM; AID 504462; in the data active means inhibition above about 40%
# Target sequence (Q9Y4P1 whole entry, looked up): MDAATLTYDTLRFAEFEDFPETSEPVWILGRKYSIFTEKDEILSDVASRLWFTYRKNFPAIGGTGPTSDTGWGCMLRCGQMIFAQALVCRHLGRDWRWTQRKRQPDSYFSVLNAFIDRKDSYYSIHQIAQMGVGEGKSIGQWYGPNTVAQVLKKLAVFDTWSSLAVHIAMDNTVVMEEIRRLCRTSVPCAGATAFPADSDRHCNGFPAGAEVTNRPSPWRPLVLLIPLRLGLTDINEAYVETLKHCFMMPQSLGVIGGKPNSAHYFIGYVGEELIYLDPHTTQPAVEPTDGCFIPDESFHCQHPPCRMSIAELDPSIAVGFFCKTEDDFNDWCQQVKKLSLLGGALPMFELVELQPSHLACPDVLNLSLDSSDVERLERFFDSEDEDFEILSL
# * = called active by the depositor.
ATG4B inhibitor	SMILES
-2	Cc1nnsc1C(=O)NCc1c(F)cccc1Cl
-5	CC1(C)N=C(N)N=C(N)N1CCCCc1ccccc1
-14	Cc1noc(NS(=O)(=O)c2ccc(NC(=O)c3cccc(S(=O)(=O)N(C)c4ccccc4)c3)cc2)c1C
-28	COc1cc(C(=O)Nc2cccc(-c3nc4cc(C)cc(C)c4o3)c2)cc(OC)c1OC
5	CC(C)S(=O)(=O)C1=NSC2=NC(=O)/C(=C\c3ccc(-c4cccc(C(=O)O)c4)o3)C(=N)N21
0	CN(C)c1ccc(NC(=O)CSc2n[nH]c(-c3ccncc3)n2)cc1
2	CC(=O)Nc1ccc(C=NNC(=O)CCCC(=O)NN=Cc2ccc(NC(C)=O)cc2)cc1
-10	O=C1c2ccccc2C(=O)c2[nH]cnc21
-29	C[C@H](CCC(=O)OCc1cn(CC(=O)c2ccc(O)cc2)nn1)C1CC[C@H]2[C@@H]3CC[C@@H]4C[C@H](O)CC[C@]4(C)[C@H]3C[C@H](O)[C@]12C (stereo partly drawn)
48*	O=C1OC(c2ccccc2)Sc2ccccc21 (stereo not drawn)

# Random excerpt: seven records from the list, in no set order.
ATG4B inhibitor	SMILES
0	CN(C)c1ccc(NC(=O)CSc2n[nH]c(-c3ccncc3)n2)cc1
48*	O=C1OC(c2ccccc2)Sc2ccccc21 (stereo not drawn)
-14	Cc1noc(NS(=O)(=O)c2ccc(NC(=O)c3cccc(S(=O)(=O)N(C)c4ccccc4)c3)cc2)c1C
-2	Cc1nnsc1C(=O)NCc1c(F)cccc1Cl
2	CC(=O)Nc1ccc(C=NNC(=O)CCCC(=O)NN=Cc2ccc(NC(C)=O)cc2)cc1
-28	COc1cc(C(=O)Nc2cccc(-c3nc4cc(C)cc(C)c4o3)c2)cc(OC)c1OC
5	CC(C)S(=O)(=O)C1=NSC2=NC(=O)/C(=C\c3ccc(-c4cccc(C(=O)O)c4)o3)C(=N)N21

# Going on with the list:
ATG4B inhibitor	SMILES
1	CCCCN1CC(COCc2ccccc2)Oc2cccc(Oc3ccc(C)cc3)c2S1(=O)=O (stereo not drawn)
3	O=C1CC(c2ccccc2)C(c2ccccc2)=NN1 (stereo not drawn)
-36	CCCCCCn1c(=O)[nH]c2nc3cc(N)ccc3nc2c1=O
1	CN(Cc1ccccc1)C(=O)c1cccc(NC(=O)Cc2cccc(NC(=O)C3CCN(C(=O)C4CC4)CC3)c2)c1
31	CC(C(=O)NC1CCCc2ccccc21)N1CCN(c2ccc(F)cc2)CC1 (stereo not drawn)
-5	OC(c1ccccc1)C(NCCNCc1ccccc1)c1ccccc1 (stereo not drawn)
-8	COc1ccc(/C=N/Nc2cc(OC)ncn2)cc1
-3	CCOc1ccccc1NC(=O)c1cc(-c2ccncc2)nc2c(Cl)cccc12
1	COc1ccc(-c2ccc(/C=N/NC(=O)c3cccnc3)o2)c([N+](=O)[O-])c1
4	O=C(O)c1c(Cl)cccc1Nc1ccccc1

# No new results follow: entries from further up.
ATG4B inhibitor	SMILES
-14	Cc1noc(NS(=O)(=O)c2ccc(NC(=O)c3cccc(S(=O)(=O)N(C)c4ccccc4)c3)cc2)c1C
-28	COc1cc(C(=O)Nc2cccc(-c3nc4cc(C)cc(C)c4o3)c2)cc(OC)c1OC

# More entries:
ATG4B inhibitor	SMILES
-8	CN(C)c1nc(N2CCOCC2)nc(N(c2ccccc2)c2ccccc2)n1
10	CC(C)C(=O)N1CCN(c2ccccc2NC(=O)c2ccc3c(c2)OCCO3)CC1
1	CCOC(=O)C1=C(N)n2c(s/c(=C\c3ccco3)c2=O)=C(C(=O)OCC)C1c1ccco1 (stereo not drawn)
1	CC(C)[C@H](NS(=O)(=O)c1ccccc1)C(=O)OCc1cc([N+](=O)[O-])cc2c1OCOC2
-2	CC(=O)C1CCC2C3CCC4CC(=O)CCC4(C)C3C(C)(O)CC12C (stereo not drawn)
-1	O=S(=O)(O)c1ccc(NN=Cc2ccccc2O)cc1
3	CNc1ncnc2c1ncn2-c1ccccc1
-5	O=C(Nc1ccccc1)c1cc2ccccc2s1
-12	CCOC(=O)c1cnc2ccc(Br)cc2c1NCC(C)O (stereo not drawn)
-3	CC1CC(=Cc2ccc(N)cc2)C(=O)O1 (stereo not drawn)
14	CCOC(=O)CCCCC1C(CCCC(=O)OCC)C=NN1C (stereo not drawn)
-4	Cc1c(NC(=O)CSc2nnc(C(C)N(C)C)n2-c2ccccc2)c(=O)n(-c2ccccc2)n1C (stereo not drawn)
4	COc1cccc(CNCc2cccc(OC)c2O)c1O
-16	COc1ccc(NS(=O)(=O)c2cc(NC(=O)CCc3ccccc3)ccc2N2CCOCC2)cc1
5	CCN=c1scc(-c2cccs2)n1/N=C/c1cc(OC)ccc1O
3	CCOC(=O)/C=c1/s/c(=C/c2ccc3cc(OC)ccc3c2)c(=O)n1CC(=O)NCc1ccc2c(c1)OCO2
-4	CCCCC1SC(N)=NC1=O (stereo not drawn)
-4	CC(c1ccccc1C(=O)O)c1cc(F)cc2ccccc12 (stereo not drawn)
-9	C=CCN(c1ccccc1OC)S(=O)(=O)c1cccc(C(=O)NCC(c2ccc(OC)cc2)N2CCCC2)c1 (stereo not drawn)
-8	NC(=O)c1ccc(NC(=O)CNc2cc(S(=O)(=O)N3CCOCC3)ccc2N2CCCC2)cc1
1	COc1ccc(OC)c(NP2(=O)OCC(C)([N+](=O)[O-])CO2)c1 (stereo not drawn)
-3	O=C(NCCCc1ccccc1)c1cccc(NC(=O)C2CCC2)c1
1	COc1ccc(C2=Cc3ccc(OC(C)=O)cc3OC2)cc1
-4	CCN1C[C@@H]2[C@@H]3C(=O)N(C)C(=O)[C@@H]3[C@](C)(C1=O)N2C(=O)c1ccccc1
-4	CC(=O)OCCNc1cc(SCc2ccco2)c2nonc2c1[N+](=O)[O-]
4	CCN(N=O)c1ccc(C=C2C=Cc3ccccc32)cc1
-2	O=C(O)c1ccc(NN=Cc2cc(=O)[nH]c(=O)[nH]2)cc1
16	O=C(OCc1ccccc1)N1CCC2CC1c1cc(Cl)ccc12 (stereo not drawn)
10	CSC1=NSC2=NC(=O)/C(=C\c3coc4ccccc4c3=O)C(=N)N12
-2	CN1C[C@H]2CON(C)[C@H]2C[C@H]1c1cccc(-c2ccc(C#N)cc2)c1
-15	COC1=CC(=O)C=C(OC)C1(O)CC(C)=O
3	COC(=O)C1(Cc2ccc3c(c2)CCC3)Cc2ccc3c(c2C1=O)CCC3 (stereo not drawn)
-3	CCCCSc1nc2c([nH]1)c(=O)n(C)c(=S)n2C
-11	O=C(CSc1ncnc2c1nnn2Cc1ccccc1F)N1CCN(c2ccccc2)CC1
-5	COC1=CC(=O)OC(c2ccc(OC)cc2)C1 (stereo not drawn)
-7	CC(=O)Nc1ccc(S(=O)(=O)N[C@@H](C)C(=O)OCC(=O)Nc2ccc3c(c2)OCCO3)cc1
-1	COc1ccc(C(=O)NC(=C(Cl)Cl)S(=O)(=O)c2ccc(C)cc2)cc1
2	COc1cc(OC)c2c(=O)cc(-c3cccnc3)oc2c1
0	O=C(NCc1cccs1)[C@@H]1CCCN1S(=O)(=O)c1ccccc1F
-9	COc1ccc(N2CCN(CC(O)COC(c3ccc(F)cc3)c3ccc(F)cc3)CC2)cc1 (stereo not drawn)
1	CCOC(=O)N1CCc2cc(OC)c(OC)c3c2c1cc1cc(OC)c(OC)cc13
48*	Cc1ccccc1/C=N/Nc1ccnc2cc(Cl)ccc12
-3	Cc1cc(=O)[nH]c2c(N=Nc3ccc(O)cc3)c(N)nn12
-2	Nc1nc(-c2ccc([N+](=O)[O-])cc2)cc(=O)[nH]1
3	Cn1c(=O)c([N+](=O)[O-])c(Cl)c2ccccc21
-17	CCN(CC)S(=O)(=O)c1ccc(NC(=O)C2CC(=O)N(c3ccc4c(c3)OCCO4)C2)cc1 (stereo not drawn)
1	COc1cc(OC)c2c(-c3ccccc3)cc(C3CCCCC3)nc2c1
4	CSCCC(NC=O)C(=O)NC(C)C(=O)O (stereo not drawn)
-5	C[C@H](NC(=O)c1cc2cc(Cl)ccc2n1C)C(=O)N1CCC(C(=O)O)CC1
5	O=C(O)c1cccc2c1-c1ccc(Cl)cc1C2=O

# More structures follow:
ATG4B inhibitor	SMILES
32	CN(C)c1ccc(C=c2c3ccccc3n3c2c2c([n+]3C)CCCC2)cc1
2	COc1cc(/C=C2\SC(=S)N(CC(=O)Nc3ccc(O)cc3)C2=O)cc(OC)c1OC
-3	O=C(c1cnn2c(C(F)(F)F)cc(-c3ccc(Br)cc3)nc12)N1CCOCC1
-20	CCN(C(=O)CSc1nnc(NCCOC)s1)c1c(N)n(Cc2ccccc2)c(=O)[nH]c1=O
-12	COc1cc(OC)cc(C(=O)NCC(=O)NCCN2C(=O)S/C(=C\c3ccc4c(c3)OCO4)C2=O)c1
-18	OCC1OC(c2ccccc2)OC2COC(c3ccccc3)OC12 (stereo not drawn)
2	O=C(N/N=C/c1cc2c3c(c1O)CCCN3CCC2)c1ccccc1O
-5	Cc1cc([N+](=O)[O-])nn1Cc1ccc(F)cc1
-1	Cc1cc(CNC(=O)COc2ccccc2)c2ccccc2n1
0	O=S(=O)(Nc1ccc(NS(=O)(=O)c2ccccc2)c(Cl)c1)c1ccccc1
-3	Cc1cc(NC(=O)NC(=O)c2ccccc2NC(=O)CN)ccc1Oc1ncc(Br)cn1
-1	COc1ccc(NS(=O)(=O)c2cccc(C(=O)NCc3ccccc3CN3CCOCC3)c2)cc1
3	COc1c(C)cccc1C(=O)NC(=S)Nc1ccc2c(c1)Cc1ccccc1-2
-57	COc1ccc(NS(=O)(=O)c2cc(NC(=O)CCc3ccc(OC)c(OC)c3)ccc2N2CCOCC2)cc1
0	O=C(NC1CCCc2ccccc21)c1cccc(F)c1 (stereo not drawn)
6	O=C(O)CCCNCc1ccccc1F
1	CC1CC(NC(=O)c2c(O)nc3ccccn3c2=O)CC(C)(C)C1 (stereo not drawn)
-14	O=C(NCC1CCCO1)c1nn2c(c1Cl)NC(c1ccc(F)cc1)CC2C(F)(F)F (stereo not drawn)
-9	Cn1nc(CC#N)c2c(=N)n(N)cnc21
-15	COc1ccc(S(=O)(=O)N2CCCCCC2)cc1NC(C)C(=O)Nc1ccc(NC(C)=O)cc1 (stereo not drawn)
-5	Cc1ccc(C2=NO[C@@](CC(=O)O)(C(=O)Nc3ccc4c(c3)OCCO4)C2)cc1
5	Cc1cc(Br)ccc1Nc1nc(N)nc(N)c1N=O
-2	CN(C(=O)c1cccc(NC(=O)Cc2cccc(NC(=O)C3CCCN(C(=O)C4CCC4)C3)c2)c1)C1CCC1 (stereo not drawn)
0	O=C1/C(=C/c2cccnc2)SC(=S)N1Cc1ccco1
-8	Cc1cc(=O)c2c(o1)C(=O)c1occc1C2=O
-8	O=C(CN1CCN(C(=O)C2CCN(C(=O)/C=C/c3ccccc3)CC2)CC1)Nc1ccc(F)cc1
-1	Cc1ccccc1NP1(=O)OCCCN1Cc1ccccc1Cl (stereo not drawn)
1	Cc1cc(C)n2c(=O)[nH]nc2c1
11	COc1ccc2c(c1)CCC/C2=N\NC(=O)c1ccoc1C
-1	Cc1cc(C(C)(C)C)oc1C(=O)N1CCN(C(=O)c2oc(C(C)(C)C)cc2C)CC1
-1	C#CCOCCOCCOCCNc1nc(N2CCN(C(=O)[C@H](CCCCN)n3cc(CCC(=O)O)nn3)CC2)nc(N2CCN(C(=O)[C@H](Cc3ccc(O)cc3)n3cc(CCO)nn3)CC2)n1
3	Oc1ccc(-c2nccs2)cc1
-20	COc1ccc(/C=N/NC(=S)Nc2ccccc2[N+](=O)[O-])cc1O
-1	CCOC(=O)C(=COC(=O)c1ccccc1)NC(=O)Cc1ccccc1
21	OC1Cc2ccccc2C1Nc1cccc(C(F)(F)F)c1 (stereo not drawn)
-47	O=C(CN1CCN(S(=O)(=O)c2ccc(Cl)c(C(F)(F)F)c2)CC1)NC(=O)NC1CCCCC1
3	Cc1ccc(/C=N/NC(=O)c2cccc([N+](=O)[O-])c2)o1
65*	O=C1NC(=S)/C(=C\c2ccc(-c3ccccc3Cl)o2)S1
3	O=C1CCCCC1Nc1ccc2ccccc2c1 (stereo not drawn)
-3	c1ccc(CC(Cc2ccccc2)c2ccccn2)cc1
6	CC1(C)SC2c3ccccc3C(=O)N2C1C(=O)O (stereo not drawn)
-14	CN(C(=O)c1ccc(NC(=O)Cc2cccc(NC(=O)C3CCCN(C(=O)c4ccccc4)C3)c2)cc1)C1CC1 (stereo not drawn)
0	COCCN(C(=O)c1ccc(N(C)S(=O)(=O)c2ccc(C)cc2)cc1)c1c(N)n(CC(C)C)c(=O)[nH]c1=O
-4	CC(=O)Nc1sc(N/N=C/c2ccc(N(C)C)cc2)nc1-c1ccc(C)cc1
10	CCOC(=O)C1=C(O)/C(=C/c2ccc(-c3ccccc3C(=O)O)o2)SC1=Nc1ccc(OC)cc1
4	O=C1OCc2ccc([N+](=O)[O-])cc21
11	CCOC(=O)N1C(=O)NC(=O)C1c1ccc(Cl)cc1 (stereo not drawn)
-1	CCOC(=O)/C=c1/s/c(=C/c2ccc3cc(OC)ccc3c2)c(=O)n1CC(=O)NCC1CCCO1 (stereo not drawn)
8	CCOc1ccc(C(=O)CC(NCc2cccs2)C(=O)O)cc1 (stereo not drawn)
-8	O=c1c2ccccc2cnn1-c1nc2ccccc2[nH]1

# Remaining list, next part.
ATG4B inhibitor	SMILES
-8	COc1ccc(S(=O)(=O)N2CCC(C(=O)NCC(=O)Nc3c(C)cccc3C)CC2)cc1OC
9	CC(=O)Nc1ccc2c(c1)Cc1cc(N3C(=O)C=CC3=O)ccc1-2
0	CCOc1ccccc1NC(=S)C(=C([O-])c1ccc2c(c1)OCCO2)[n+]1ccc(CC)cc1
-1	CCCCC(=O)N(CCC)CCC
2	COc1ccccc1CN(C(=O)CCl)C(C(=O)NC1CCCCC1)c1ccncc1 (stereo not drawn)

# Exported as labelled records: 2 of the compounds above.
> Cc1cc(CNC(=O)COc2ccccc2)c2ccccc2n1
  ATG4B inhibitor = -1
> O=C(NCCCc1ccccc1)c1cccc(NC(=O)C2CCC2)c1
  ATG4B inhibitor = -3

# An excerpt. The share of hits here may be higher or lower than overall.
